# Compound activity as filed in PubChem BioAssay.
# mHTT-CaM PPI inh: mHTT-calmodulin interaction abrogation; P42858; AlphaScreen His-mHTT/GST-CaM binding, luminescence; inhibition, % at 15 µM; 3.6% of 190,000 active; AID 1671202;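 further: 0% = both proteins with DMSO and 100% = one protein alone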
# Target sequence (P42858 whole entry, looked up, stated change not applied): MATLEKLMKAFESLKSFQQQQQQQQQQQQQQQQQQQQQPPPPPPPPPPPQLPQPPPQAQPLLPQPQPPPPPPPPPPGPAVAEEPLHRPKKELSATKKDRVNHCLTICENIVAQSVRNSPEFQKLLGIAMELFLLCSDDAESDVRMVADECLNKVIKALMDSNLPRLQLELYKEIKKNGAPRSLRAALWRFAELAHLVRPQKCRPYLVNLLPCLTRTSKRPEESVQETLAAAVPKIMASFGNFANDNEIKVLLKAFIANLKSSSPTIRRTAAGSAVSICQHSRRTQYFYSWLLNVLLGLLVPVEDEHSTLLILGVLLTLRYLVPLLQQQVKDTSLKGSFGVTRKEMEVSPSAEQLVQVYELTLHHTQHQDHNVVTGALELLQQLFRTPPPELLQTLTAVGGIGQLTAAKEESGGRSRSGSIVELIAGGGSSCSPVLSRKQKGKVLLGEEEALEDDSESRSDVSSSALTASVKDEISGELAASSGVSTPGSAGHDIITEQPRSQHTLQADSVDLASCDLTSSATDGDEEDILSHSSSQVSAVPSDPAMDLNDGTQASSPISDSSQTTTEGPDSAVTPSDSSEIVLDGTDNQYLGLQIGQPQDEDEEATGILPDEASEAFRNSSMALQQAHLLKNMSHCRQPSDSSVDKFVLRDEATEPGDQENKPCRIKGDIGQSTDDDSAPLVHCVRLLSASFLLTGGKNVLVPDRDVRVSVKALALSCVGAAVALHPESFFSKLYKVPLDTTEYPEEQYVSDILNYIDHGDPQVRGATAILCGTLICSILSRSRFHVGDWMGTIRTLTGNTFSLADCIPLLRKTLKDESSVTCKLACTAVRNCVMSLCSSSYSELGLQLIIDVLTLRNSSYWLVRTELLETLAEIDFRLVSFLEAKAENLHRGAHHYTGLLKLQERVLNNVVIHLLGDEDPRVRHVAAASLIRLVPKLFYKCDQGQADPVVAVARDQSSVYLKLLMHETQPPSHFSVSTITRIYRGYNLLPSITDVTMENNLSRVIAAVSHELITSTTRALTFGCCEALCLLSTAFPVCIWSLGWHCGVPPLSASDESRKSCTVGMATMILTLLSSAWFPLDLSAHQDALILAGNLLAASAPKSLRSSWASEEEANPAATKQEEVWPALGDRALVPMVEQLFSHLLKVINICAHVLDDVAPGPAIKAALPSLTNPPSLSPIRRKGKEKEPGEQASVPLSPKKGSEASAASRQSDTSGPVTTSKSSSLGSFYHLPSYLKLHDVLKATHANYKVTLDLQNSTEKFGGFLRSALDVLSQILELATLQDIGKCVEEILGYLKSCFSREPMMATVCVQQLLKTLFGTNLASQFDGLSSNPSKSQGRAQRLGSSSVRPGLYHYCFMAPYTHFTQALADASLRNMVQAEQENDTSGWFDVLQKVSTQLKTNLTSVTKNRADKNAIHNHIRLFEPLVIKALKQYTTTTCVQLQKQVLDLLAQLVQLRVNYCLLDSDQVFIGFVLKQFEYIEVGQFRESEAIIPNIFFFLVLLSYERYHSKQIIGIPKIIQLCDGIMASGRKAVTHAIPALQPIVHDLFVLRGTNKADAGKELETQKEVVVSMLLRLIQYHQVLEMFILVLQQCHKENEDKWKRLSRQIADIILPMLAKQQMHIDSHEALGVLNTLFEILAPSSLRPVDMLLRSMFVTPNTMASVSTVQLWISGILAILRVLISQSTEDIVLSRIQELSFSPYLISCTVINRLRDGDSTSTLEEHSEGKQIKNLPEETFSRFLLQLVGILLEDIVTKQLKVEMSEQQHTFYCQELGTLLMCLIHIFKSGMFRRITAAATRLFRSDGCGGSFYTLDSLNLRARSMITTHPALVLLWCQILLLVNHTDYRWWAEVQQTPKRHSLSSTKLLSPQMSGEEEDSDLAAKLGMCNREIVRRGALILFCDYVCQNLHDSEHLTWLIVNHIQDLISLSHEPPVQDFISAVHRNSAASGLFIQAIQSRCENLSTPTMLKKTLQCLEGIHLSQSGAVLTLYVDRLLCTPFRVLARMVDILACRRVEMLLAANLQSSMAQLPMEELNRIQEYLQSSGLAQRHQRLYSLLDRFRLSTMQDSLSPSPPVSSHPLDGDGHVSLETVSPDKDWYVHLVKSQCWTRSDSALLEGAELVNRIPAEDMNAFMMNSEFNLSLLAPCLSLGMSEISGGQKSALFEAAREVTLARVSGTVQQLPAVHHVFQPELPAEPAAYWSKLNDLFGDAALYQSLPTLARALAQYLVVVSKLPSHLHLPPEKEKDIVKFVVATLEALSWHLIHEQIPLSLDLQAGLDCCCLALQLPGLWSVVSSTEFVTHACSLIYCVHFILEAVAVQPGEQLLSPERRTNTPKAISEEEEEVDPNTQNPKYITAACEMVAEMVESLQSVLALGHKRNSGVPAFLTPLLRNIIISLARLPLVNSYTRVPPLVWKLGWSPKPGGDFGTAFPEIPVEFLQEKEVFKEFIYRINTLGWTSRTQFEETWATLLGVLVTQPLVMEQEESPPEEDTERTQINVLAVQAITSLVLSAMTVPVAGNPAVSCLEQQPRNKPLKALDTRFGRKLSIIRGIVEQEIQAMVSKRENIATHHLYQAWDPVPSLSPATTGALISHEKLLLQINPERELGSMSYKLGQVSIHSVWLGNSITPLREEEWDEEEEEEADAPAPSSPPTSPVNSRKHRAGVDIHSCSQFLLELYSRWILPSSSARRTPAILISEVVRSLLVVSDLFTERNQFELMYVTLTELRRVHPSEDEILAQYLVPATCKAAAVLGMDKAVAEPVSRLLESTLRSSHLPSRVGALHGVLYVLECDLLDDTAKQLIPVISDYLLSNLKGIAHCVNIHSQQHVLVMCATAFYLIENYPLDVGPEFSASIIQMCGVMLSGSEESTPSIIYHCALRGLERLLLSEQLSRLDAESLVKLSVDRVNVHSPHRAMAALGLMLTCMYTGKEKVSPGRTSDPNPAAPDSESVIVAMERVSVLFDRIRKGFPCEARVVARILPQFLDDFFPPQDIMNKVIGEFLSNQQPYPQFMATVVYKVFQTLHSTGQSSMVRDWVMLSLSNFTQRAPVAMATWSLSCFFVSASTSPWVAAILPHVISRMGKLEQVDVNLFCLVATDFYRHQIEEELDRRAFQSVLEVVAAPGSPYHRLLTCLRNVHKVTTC
# Pf apPOL inh: Pf-apPOL DNA polymerase inhibition; inhibition, % at 10 µM; Recombinant Pf-apPOL, molecular beacon fluorescence, 1.5 h; 0.25% of 210,000 active
# Numbers without * were called inactive; i = inactive; . = no result given; & = joins results of further samples. No stated cut-off is given here; in the data, active means inhibition above about 50%; inactive means the rest. This is a subset; rates above refer to the full screens.
SMILES,mHTT-CaM PPI inh,Pf apPOL inh
O=C(COc1ccccc1Br)Nc1ccc(S(=O)(=O)Nc2nccs2)cc1,1,-7
Nc1c(Cl)cc(N2C(=O)c3cccc([N+](=O)[O-])c3C2=O)cc1Br,0,1
CCOc1cccc(N2CCN(C(=O)C(C)C)C(C)C2=O)c1 (stereo not given),0,-5
Cc1cc(=O)oc(C)c1C(=O)N(C)Cc1ccccc1,11,-5
CC(C)(C)SCCNC(=O)c1ccccc1Cl,-3,-2
CC(C)n1cnc2ccc(-c3noc(COc4ccccc4)n3)cc21,50,-5
CCC1CN2C=NC(N3CCN(C(=O)Nc4ccccc4Cl)CC3)=CC2=N1 (stereo not given),-4,-4
N#CCc1ccc(NC(=O)c2cc(Cl)cc(Cl)c2O)cc1,7,-3
OC(COc1c(F)cc(Br)cc1F)CN1CCCCC1 (stereo not given),2,4
Cn1c(=O)[nH]c(=O)c2c1nc(Br)n2CCCc1ccccc1,-2,4
Cc1noc(COC2CCN(S(=O)(=O)c3ccc(F)cc3)CC2)n1,2,-6
CCC(=O)NCCc1csc(C2CCN(C(=O)c3cccs3)CC2)n1,-4,-4
Cc1nc(NCCNS(=O)(=O)c2ccccc2Cl)cc(-n2cccn2)n1,-6,0
CS(=O)(=O)NC1CC2CC1N(C(=O)c1cc3c(s1)CCCC3)C2 (stereo not given),2,-1
CNC(=O)c1cccnc1N1CCSCC1,0,1
CC1=C(C(=O)Nc2ccc(C)cc2)C(c2ccc(Cl)cc2)n2nnnc2N1 (stereo not given),16,-4
Cc1cccc2c1[nH]c1nc(SCC(=O)O)nnc12,11,-9
CC1C(=O)N(c2cccc(Br)c2)CCN1C(=O)c1ccc2c(c1)OCO2 (stereo not given),4,-4
O=C(NC1CCCCC1)N1CCN(c2ccc3nnc(C4CC4)n3n2)CC1,-4,-7
CSc1ccccc1NC(=O)c1cn2c(n1)CCCC2,4,-2
O=C(CCCn1nc(-c2ccco2)ccc1=O)NCc1cccnc1,2,1
COc1cc([N+](=O)[O-])c(OC)cc1SCC(=O)NNC(=S)Nc1cc(C(F)(F)F)ccc1Cl,.,-158
Cc1c(C(=O)N2CCC3(CC2)CC(=O)c2ccccc2O3)cccc1[N+](=O)[O-],29,-10
COc1ccc(CNC(=O)C2CCN(c3cncnc3N(C)C)CC2)cc1OC,4,-4
CCOc1ccccc1-c1cc(C(=O)NCc2ccncc2)c2ccccc2n1,26,-5

# 21 compounds from above, ordered by molar mass, largest number first.
SMILES,mHTT-CaM PPI inh,Pf apPOL inh
COc1cc([N+](=O)[O-])c(OC)cc1SCC(=O)NNC(=S)Nc1cc(C(F)(F)F)ccc1Cl,.,-158
O=C(COc1ccccc1Br)Nc1ccc(S(=O)(=O)Nc2nccs2)cc1,1,-7
CC1C(=O)N(c2cccc(Br)c2)CCN1C(=O)c1ccc2c(c1)OCO2 (stereo not given),4,-4
Nc1c(Cl)cc(N2C(=O)c3cccc([N+](=O)[O-])c3C2=O)cc1Br,0,1
Cc1nc(NCCNS(=O)(=O)c2ccccc2Cl)cc(-n2cccn2)n1,-6,0
CC1=C(C(=O)Nc2ccc(C)cc2)C(c2ccc(Cl)cc2)n2nnnc2N1 (stereo not given),16,-4
CCC(=O)NCCc1csc(C2CCN(C(=O)c3cccs3)CC2)n1,-4,-4
O=C(NC1CCCCC1)N1CCN(c2ccc3nnc(C4CC4)n3n2)CC1,-4,-7
Cn1c(=O)[nH]c(=O)c2c1nc(Br)n2CCCc1ccccc1,-2,4
Cc1noc(COC2CCN(S(=O)(=O)c3ccc(F)cc3)CC2)n1,2,-6
CS(=O)(=O)NC1CC2CC1N(C(=O)c1cc3c(s1)CCCC3)C2 (stereo not given),2,-1
OC(COc1c(F)cc(Br)cc1F)CN1CCCCC1 (stereo not given),2,4
O=C(CCCn1nc(-c2ccco2)ccc1=O)NCc1cccnc1,2,1
CC(C)n1cnc2ccc(-c3noc(COc4ccccc4)n3)cc21,50,-5
N#CCc1ccc(NC(=O)c2cc(Cl)cc(Cl)c2O)cc1,7,-3
CCOc1cccc(N2CCN(C(=O)C(C)C)C(C)C2=O)c1 (stereo not given),0,-5
CSc1ccccc1NC(=O)c1cn2c(n1)CCCC2,4,-2
Cc1cccc2c1[nH]c1nc(SCC(=O)O)nnc12,11,-9
CC(C)(C)SCCNC(=O)c1ccccc1Cl,-3,-2
Cc1cc(=O)oc(C)c1C(=O)N(C)Cc1ccccc1,11,-5
CNC(=O)c1cccnc1N1CCSCC1,0,1

# Next entries follow:
SMILES,mHTT-CaM PPI inh,Pf apPOL inh
COCCn1cc2c3c(cccc31)CN(C(=O)NCc1ccccc1)CC2,6,-1
COc1ccc(C2C(C#N)=C(N)N(c3ccc([N+](=O)[O-])cc3)C3=C2C(=O)CCC3)cc1OC (stereo not given),10,-1
Cc1ccccc1C(=O)Nc1ccc(-c2nc3ccccc3c(=O)o2)cc1,-9,21
Cc1cccc(NC(=O)Cn2cccc2-c2nnc(C3CCC3)o2)c1,-3,1
CCOc1c(Br)cc(/C=C2/N=C(c3ccccc3)OC2=O)cc1OC,6,-7
O=C(/C=C/c1ccc2c(c1)OCO2)NC1(C(=O)Nc2ccc3c(c2)OCO3)CCCCC1,29,-6
Cc1onc(-c2c(F)cccc2Cl)c1C(=O)NC1CCSC1=O (stereo not given),.,-7
c1ccc(-c2csnn2)cc1,2,-6
N#Cc1sc2nc3c(c(-c4cccnc4)c2c1N)CCC3,-3,.
Cc1cccc(C)c1NC(=O)CN1C(=O)NC2(CCCCC2)C1=O,-1,0
N#CC(c1ccccc1O)N1N=C(c2ccccc2)CC1c1ccccc1 (stereo not given),92*,-6
Cc1ccc(C2CC(c3ccc(C)c(C)c3)Nc3nnnn32)cc1 (stereo not given),-3,6
CC(C(=O)N1CCCC1)C1CCN(S(=O)(=O)c2ccc(Br)s2)CC1 (stereo not given),-6,-2
Cc1ccccc1C(=O)Nc1cccc(Cl)c1Cl,-21,-6
CC(Cc1c[nH]c2ccccc12)NC(=O)C(c1ccccc1)c1ccccc1 (stereo not given),3,-6
O=C(Nc1cc(Cl)c(Cl)cc1Cl)c1cccc(Cl)c1Cl,-12,-11
COc1cc(C=C2Oc3cc(OC(=O)N4CCOCC4)ccc3C2=O)cc(OC)c1OC,0,-2
COc1ccc(C(=O)N2CCC(c3nncn3C(C)C)CC2)cn1,0,-1
Cc1c(Cl)cccc1N1CCN(C(=O)c2cccs2)C(C)C1=O (stereo not given),-2,-3
COc1cc2c(cc1OC)C(c1ccc(F)cc1)NCC2 (stereo not given),3,-2
O=C(CCC1CCCN(C(=O)Nc2ccc(Cl)cc2)C1)NCc1ccco1 (stereo not given),24,-1
CCOc1cccc(C2CC(c3ccc(C)cc3)=NC(C(C)C)N2)c1O (stereo not given),3,0
O=C(Nc1c(Cl)cccc1Cl)c1cc(-c2ccco2)on1,-2,-1
COc1ccc(C(=O)NC2CC(C)(C)NC(C)(C)C2)cc1[N+](=O)[O-],-5,2
CCC(=O)Nc1ccc(-c2nc3ccc(Br)cc3c(=O)o2)cc1,2,2

# The list continues:
SMILES,mHTT-CaM PPI inh,Pf apPOL inh
CCC12CC3CC(C1)CC(NC(=O)SC)(C3)C2,-2,-4
CCCc1nc(N2CCCC2)c(C#N)c2c1CCCC2,-15,-9
O=C(Cc1ccccc1)N1N=C(c2ccc(Cl)cc2)CC1(O)C(F)(F)F (stereo not given),4,-6
Cc1cc(C)c(S(=O)(=O)Nc2ccc3oc(=O)sc3c2)c(C)c1,40,-5
Cc1noc(C)c1S(=O)(=O)N1CCN(c2ccc(-n3cccn3)nn2)CC1,-11,-12
Nc1nc(C23CC4CC(CC(Cl)(C4)C2)C3)cs1,3&13,-1&2
C=CCn1c(SCC(=O)Nc2ccccc2C(F)(F)F)nnc1-c1ccco1,3,-13
COc1ccc(C2C(C(=O)Nc3ccccc3)=C(C)Nc3nnnn32)cc1 (stereo not given),1,0
CCC(Oc1ccccc1)C(=O)Nc1ccc(C(C)C)cc1 (stereo not given),-45,-2
N#CC(C#N)=Cc1cccn1-c1ccc(OC(F)(F)F)cc1,.,-11&-4
CC(C)(C)c1cc2ncnc(N3CCCCC3)c2s1,.,4&-4
CC(C)NC(=O)N1CCCC(c2cccc(C(=O)NCCC3=CCCCC3)c2)C1 (stereo not given),3,-3
CCCCNC(=O)c1cn(C)c(=O)c2c1c1ccccc1n2C,6,-17
COc1cc(/C=C2/C(=O)N(c3ccccc3)N=C2C)ccc1OCCOc1ccc(C)cc1,5,-3
COc1cc(Cl)ccc1Nc1ncc(C(=O)N2CCN(c3ccccn3)CC2)c2ccccc12,-3,1
COc1ccc(Cl)cc1NC(=O)N1CCn2cccc2C1C (stereo not given),11,6
O=[N+]([O-])c1cccc(Nc2ccccc2)c1,1,-9
COc1ccc(/C=C/c2[nH]c(=O)[nH]c(=O)c2[N+](=O)[O-])cc1Br,25&4,-4&-4
O=C(NCc1ccc(F)cc1)c1ccc(N2CCN(c3ccccn3)CC2)c([N+](=O)[O-])c1,59*,-2
CCOC(=O)c1c(C[N+]2(C)CCOCC2)n(C)c2cc(Br)c(O)cc12,0,-1
Cc1cccc2c(C(N)=O)cc(=O)[nH]c12,-2,-4
Cc1cc(C2(O)CSc3nc4cc(C(F)(F)F)ccc4n32)ccc1Cl (stereo not given),.,4&-2
Cc1ccc(-c2csc3c(=O)n(CC(=O)Nc4cc(C)ccc4C)cnc23)cc1,-17,-3
CN(C)CCN1C(=O)c2ccccc2C1C(=O)NC1CCCCC1 (stereo not given),-3,-12
CCOc1ccccc1N1CCN(c2nccn3cncc23)CC1,54*,-15

# (cont.)
SMILES,mHTT-CaM PPI inh,Pf apPOL inh
CCN1CCN(CCCNC(=O)c2cn(C)c(=O)c3cc(OC)c(OC)cc23)CC1,-1,-10
CCn1c(C2CCN(S(=O)(=O)c3cc(C)ccc3C)C2)nc2cccnc21 (stereo not given),4,-4
CCCN=Cc1c(C)[nH]n(-c2ccc(Cl)cc2)c1=O,2,1
Cc1noc(CNC(=O)C2CCN(C(=O)C(C)(C)Oc3ccc(Cl)cc3)CC2)n1,1,-4
Cn1nc(-c2nc(-c3ccccc3F)no2)c2c1CCN(C(=O)C1CCCO1)C2 (stereo not given),0,-2
O=C(Cc1ccccc1)Nc1ccccc1C(=O)O,-1,-4
Cc1ccc(C(=O)NCCSc2c[nH]c3ccccc23)cc1C,30,-2
CCOc1cc(CN2CCCC2c2cc(C)on2)ccc1O (stereo not given),-2,-10
CCS(=O)(=O)c1nc(-c2ccc(C)cc2)cc(C(F)(F)F)n1,-8,.
COCCCNC1=NCCNC12CCN(S(=O)(=O)c1cc(C)cc(C)c1)CC2,-2,4
CC(C)(C)c1ccc(OCc2ncc(S(=O)(=O)c3ccccc3)c(N)n2)cc1,.,-3
Cc1ccc([N+](=O)[O-])c2c1N=C(c1cccc([N+](=O)[O-])c1)NO2,5,22
CC(C)C(NC(=O)/C(=C/c1ccc2c(c1)OCO2)NC(=O)c1ccccc1)C(=O)O (stereo not given),14,-2
Cn1ncc(Cl)c1C(=O)N1CCCC1c1ccccc1F (stereo not given),-7,-3
Cc1ccc(OCCn2cc(/C=C/C(=O)O)c3ccccc32)cc1,31,2
Cc1ccccc1NC(=O)N1CCc2nc(-c3ccccc3)ncc2C1,-10,2
O=C(Nc1ccc2c(c1)N(C(=O)C1CC1)CC2)C1CCCC1,4,-3
O=C(Nc1cccc2cccnc12)c1ccc(OCc2nc(C3CC3)cs2)cc1,1,-4
O=C(Nc1nc2c(s1)CCCC2)c1coc2ccccc2c1=O,-13,-2
COc1cc(Cl)c(S(=O)(=O)NCCOC23CC4CC(CC(C4)C2)C3)cc1Cl,-2,.
CC(C)(C)C=NNC(=O)C1CC1,.,3
Cc1ccc(C)c(C(=O)N2CCC3(CC2)NC(=O)N(Cc2cccc(Cl)c2)C3=O)c1,43,-3
Cc1ccc(-c2nc(SC3CC(=O)N(c4cccc(C(F)(F)F)c4)C3=O)n[nH]2)cc1 (stereo not given),-1,0
O=C(NCc1ccccc1)c1cccn2c(=O)c3cc(Cl)ccc3nc12,8,-2
COc1cc(C(=O)O/N=C(\N)c2ccncc2)cc(OC)c1OC,i,-3

# New compounds follow.
SMILES,mHTT-CaM PPI inh,Pf apPOL inh
Nc1nc2ccc(NC(=O)c3ccccc3)cc2s1,18,-3
O=C(Nc1nc2c(s1)COCC2)c1csc(-c2ccccc2)n1,22,-9
O=C(O)c1cccc2c1C(=O)N(c1ccccc1)C2,-4,-12
C=CCNC(=O)Nc1nc(-c2ccc(OCCC)cc2)cs1,1,-7
CC1=C(C(=O)Nc2ccc(C)cn2)C(c2cccc(Br)c2)C2=C(CCCC2=O)N1 (stereo not given),8,0
COc1ccc(C2C(C(=O)NCCCOC(C)C)c3cc(OC)c(OC)cc3C(=O)N2C)cc1 (stereo not given),12,-4
COc1ccc(C2C=C(c3cccc(Br)c3)Nc3ncnn32)c(OC)c1 (stereo not given),45,-8
CCc1cc(C(=O)Nc2ccc(OC)cc2C)nc2ccnn12,-3,-3
Nc1nc(-c2ccc(F)cc2F)cs1,9,1
Cc1ccc(C(C)C)c(OCC(O)CN2CCCC(C)C2)c1 (stereo not given),-9,-11
CCCCN(CC)C(=O)c1cccc(OC)c1,-16,-2
CC(C)Cn1cnc2c1c(=O)n(CC1CC1)c(=O)n2-c1ccc(F)cc1,-2,-3
O=C(O)c1nc(-c2ccccc2)nc2c1OCO2,-11,34
O=C(CSc1nc(-c2ccccc2)cc(=O)[nH]1)Nc1ccc(Cl)c(Cl)c1,-2,-5
O=C1CCC(C(=O)NC2(C(=O)NC3CCCC3)CCCCC2)N1 (stereo not given),16,9
Cc1cc(C)n2nc(SCC(=O)NC(C)C)nc2n1,5,-10
CCOC(=O)N1C(=O)c2cc(OCC)ccc2S1(=O)=O,1,-6
CC1C(=O)N(c2ccc(F)cc2)CCN1C(=O)CCc1ccccc1 (stereo not given),-8,-4
C=CCSC1=C(C#N)C(c2ccco2)C(C(=O)Nc2ccccc2OC)=C(C)N1 (stereo not given),8,1
COc1ccc(OC)c(S(=O)(=O)NCC(c2cccc3ccccc23)N(C)C)c1 (stereo not given),4,0
CCOC(=O)c1ccc(Oc2c(C)oc3c(CN4CCCCC4C)c(O)ccc3c2=O)cc1 (stereo not given),8,-7
